From PubChem BioAssay
M. tuberculosis GlmU – inhibition of mycobacterial GlmU enzyme – biochemical, glucosamine-1-phosphate acetyltransferase (AID 1376); M. tuberculosis GlmU acetyltransferase enzyme assay; higher % means a stronger effect; 220,000 tested, 0.25% active; Bifunctional protein GlmU (Mycobacterium tuberculosis (strain ATCC 25618 / H37Rv)); one-dose inhibition, %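 (tested at 30 µM in the primary screen)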; IC50 in µM for titrated hits; in the data active = inhibition above about 13%; inconclusive = no clear call, values can overlap the other calls;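 note: 0% = complete reaction with vehicle and 100% = reaction without substrate; strong numbers were not always called active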
RmlCD inh 1536 – M. tuberculosis RmlC/RmlD coupled enzyme inhibitors, primary screen, biochemical, compound mixtures, 384-well, from 1536-well plates | dTDP-4-dehydrorhamnose reductase (Mycobacterium tuberculosis (strain ATCC 25618 / H37Rv)) … | inhibition, % at 3.6 µM | 160,000 tested, 0.03% active | RmlC+RmlD coupled enzyme assay, percent inhibition; primary screen in compound mixtures; in the data active = inhibition mostly above about 34%, no sharp cut-off; inconclusive = no clear call, values can overlap the other calls; inactive = mostly below about 22%; note: some results filed as inactive read as strong as hits
Target sequence (P9WH09 whole entry, looked up): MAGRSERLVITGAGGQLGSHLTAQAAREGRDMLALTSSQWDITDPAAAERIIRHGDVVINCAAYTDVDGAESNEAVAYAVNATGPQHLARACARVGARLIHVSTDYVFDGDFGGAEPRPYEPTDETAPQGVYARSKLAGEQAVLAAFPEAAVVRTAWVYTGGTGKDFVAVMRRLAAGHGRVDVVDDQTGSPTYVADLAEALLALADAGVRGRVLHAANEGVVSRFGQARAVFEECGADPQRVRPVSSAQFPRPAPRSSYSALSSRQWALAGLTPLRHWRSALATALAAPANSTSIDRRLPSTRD
Target sequence (P9WH11 whole entry, looked up): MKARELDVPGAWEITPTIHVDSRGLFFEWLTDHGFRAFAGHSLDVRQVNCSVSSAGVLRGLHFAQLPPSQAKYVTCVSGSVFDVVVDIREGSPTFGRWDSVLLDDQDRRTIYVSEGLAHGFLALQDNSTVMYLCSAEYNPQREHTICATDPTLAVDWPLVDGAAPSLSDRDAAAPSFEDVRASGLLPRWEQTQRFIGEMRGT
The depositor's hits bear a star; ? = inconclusive; nt = no result given.

SMILES | M. tuberculosis GlmU | RmlCD inh 1536
O=C(N/N=C1/CC(c2ccccc2)Oc2ccccc21)C1CC1 (centres undefined) | -4.6% | 4
CCc1nnc(NC(=O)c2cccs2)s1 | 2.9% | 2
CC(C)CN(C(=O)COC(=O)Cc1n[nH]c(=O)c2ccccc12)C1CCS(=O)(=O)C1 (centres undefined) | -4.9% | -2
CCOC(=O)c1c(C)[nH]c(C)c1C(=O)CSc1nnnn1-c1ccccc1 | 1.2% | 5
CC(Oc1ccc(Cl)cc1Cl)C(=O)OCn1nnc2ccccc2c1=O (centres undefined) | 0.8% | nt
COc1ccc(NC(=O)C2CCC(CNS(=O)(=O)c3cccs3)CC2)cc1 (centres undefined) | -3.5% | 4
CCN(CCO)Cc1csc2cc(C)ccc12 | 1.2% | 1
CCCCC(=O)NC1=C(C(=O)OC)SCC1 | 0.9% | 4
O=C1c2ccc3c4c(ccc(c24)C(=O)N1NC(=O)C(F)(F)F)CC3 | 0.8% | -9
CCC(=O)NC(Nc1sc2c(c1C(=O)OC)CCC2)C(Cl)(Cl)Cl (centres undefined) | 3.4% | -10
C=C(C)c1cccc(C(C)(C)NC(=O)NC2CN3CCC2CC3)c1 (centres undefined) | -0.6% | 47
COC(=O)c1sccc1NC(=O)c1ccccc1[N+](=O)[O-] | -0.1% | nt
CCOC(=O)Cc1cc(=O)n2[nH]c(C)c(-c3ccccc3OC)c2n1 | 2.5% | 10
CCOC(=O)Cc1csc(NC(=O)COc2ccc(C)cc2)n1 | -4.5% | 13
Cc1c(N=Nc2c(O)[nH]c(=S)[nH]c2=O)c(=O)n(-c2ccccc2)n1C | -5.8% | -19
O=C1CN(C(=O)c2ccc(Br)o2)C(c2ccc(F)cc2)c2cc(Cl)ccc2N1 (centres undefined) | -7.8% | -8
CCOC(=O)N/N=C(\C)c1cccs1 | 3.8% | 6
Cc1ccc(S(=O)(=O)NNC(=S)NC(C)(C)C)cc1 | 9.4% | 7
COc1ccc(CN(CC2CCCO2)C(=O)CN2C(=O)COc3ccccc32)cc1OC (centres undefined) | -5.5% | nt
CCC(C)c1ccc(C2C3=C(Nc4nc(N)[nH]c(=O)c42)c2ccccc2C3=O)cc1 (centres undefined) | 5.5% | 5
O=C(CCCCCNC(=O)c1ccccc1)N/N=C/c1ccco1 | 9.1% | 8
CSc1cc(-c2ccc(Cl)cc2)c(C(=O)NN)s1 | -1.7% | -1
Cc1nn(C(C)C(=O)Nc2sc3c(c2C#N)CCCC3)c(C)c1[N+](=O)[O-] (centres undefined) | 0.5% | nt
Cc1noc(NS(=O)(=O)c2ccc(N/C=C/C(=O)c3ccccc3)cc2)c1C | 2.1% | nt
CC1CCc2c(sc(NC(=O)C(=O)NCc3ccco3)c2C#N)C1 (centres undefined) | -3.0% | 2
O=C(CCC(=O)N(CC(=O)NC1CCCCC1)Cc1cccs1)Nc1nccs1 | 1.2% | 6
N=c1c(C(=O)NCc2ccc(F)cc2)cc2c(=O)n3ccccc3nc2n1Cc1cccnc1 | 2.4% | nt
CS(=O)(=O)N(CC(=O)Nc1cccc([N+](=O)[O-])c1)c1ccccc1 | -4.1% | -12
C#CCn1c(-c2cccs2)nc2ccccc21 | 8.1% | 3
Cc1cc(C)n(-c2nnc(C)n2/N=C/c2ccc(O)cc2)n1 | 0.8% | 20
CCCCCCn1c(=O)c(Cc2ccccc2)c(O)c2ccccc21 | -3.6% | -15
CCOC(=O)N1CCN(C2CC(=O)N(c3ccc(C)cc3)C2=O)CC1 (centres undefined) | -0.7% | 8
Nc1nc(SCC(=O)NCc2ccccc2)n[nH]1 | 0.2% | nt
CC(C)(C)CC(C)(C)NC(=O)c1ccccc1 | 0.0% | 55
COc1ccc(/C=N/Nc2nc3ccccc3o2)cc1OC | 4.1% | nt
NC(=O)[C@@H]1CC2(CC(c3cccc(NC(=O)[C@H]4CCC(=O)N4)c3)=NO2)CN1C(=O)c1ccc(Cl)cc1 (some centres undefined) | -1.4% | nt
COc1ccc(OC)c(N=C(N)N=C(N)N)c1 | 1.2% | nt
COc1ccc(C(=O)Nc2ccc(C)c(S(=O)(=O)N3CCCCCC3)c2)cc1 | -4.7% | nt
CCC(=O)Nc1cc(C(=O)OCC(=O)c2ccc(Cl)cc2Cl)ccc1C | -2.0% | 6
COc1cc(SC)ccc1C(=O)NCCN1CCOCC1 | 2.8% | 8
Cc1ccc(C)c2[nH]c(=O)c(CN(Cc3cccnc3)C(=S)NCc3ccco3)cc12 | 22% | 7
COc1cccc(CN(C)CC(=O)Nc2ccccc2N2CCOCC2)c1OC | -2.6% | nt
O=C1CC(Sc2nnnn2C2CCCCC2)C(=O)N1c1ccccc1 (centres undefined) | 2.2% | -8
COc1ccc(C(=O)N2N=C3CC(C)(C)OCC3C2c2ccccc2)cc1 (centres undefined) | 3.8% | nt
COc1ccc(C(C)(C)C)cc1NC(=O)COC(=O)c1ccc([N+](=O)[O-])o1 | 8.1% | -15
CCN=C1SC(C(=O)Nc2ccc(OCC)cc2)CC(=O)N1CC (centres undefined) | -1.9% | -7
CC(C)c1cccc(C(C)C)c1NC(=O)CNCc1ccccc1F | 1.0% | 20
Cc1ccccc1CN1CCN(CC2CC3C=CC2C3)CC1 (centres undefined) | 1.9% | nt
CC1(C)CC(=O)C2=C(C1)Oc1nc3ccccc3cc1C2C(C#N)C#N (centres undefined) | -1.6% | 7
Cc1cc(C)n2nc(CCc3ccccc3)nc2n1 | 2.0% | 11
O=C(COC(=O)CC12CC3CC(CC(C3)C1)C2)Nc1ncc(Cl)cc1Cl | 4.7% | nt
Cc1ccccc1S(=O)(=O)NNC(=O)C(=O)NNc1ccccn1 | nt | -5
Cc1onc(-c2ccccc2)c1C(=O)N1CCN(c2ncccn2)CC1 | -7.9% | 12
COc1ccc(N2CCN(CCCNC(=O)CC3Oc4ccc(C)cc4NC3=O)CC2)cc1 (centres undefined) | 7.2% | 4
O=C(Cc1ccc(-c2ccccc2)cc1)NNC(=S)NCc1ccco1 | 0.5% | 7
c1ccc(CC2CCN(C3=Nc4cccc5cccc3c45)CC2)cc1 | nt | 4
Cc1ccc(Cl)cc1N1CCN(CCN)CC1 | 5.7% | 16
NC(=S)Nc1ccc(Cl)cc1Cl | 0.4% | 10
Cc1c(C(=O)Nc2ccc(OC(F)(F)F)cc2)sc2nc3n(c(=O)c12)CCC3 | -0.6% | -9
CN(C)c1ccc(CNn2cnnc2SCc2ccccc2F)cc1 | 9.1% | -9

Gathered by group, the entries above containing a CF3 group.
SMILES | M. tuberculosis GlmU | RmlCD inh 1536
O=C1c2ccc3c4c(ccc(c24)C(=O)N1NC(=O)C(F)(F)F)CC3 | 0.8% | -9
Cc1c(C(=O)Nc2ccc(OC(F)(F)F)cc2)sc2nc3n(c(=O)c12)CCC3 | -0.6% | -9

Going on with the list:
SMILES | M. tuberculosis GlmU | RmlCD inh 1536
Cc1c(C2C(C#N)=C(N)N(c3ccccc3C#N)C3=C2C(=O)CCC3)cnn1C (centres undefined) | 1.1% | -16
COc1ccc(NC(=O)CCNS(=O)(=O)c2ccc(Br)s2)cc1 | -2.7% | 5
Cc1ccc(C)n1NC(=O)c1ccccc1[N+](=O)[O-] | 0.6% | -13
COc1ccc(OC)c(-c2nc3c(C)n[nH]c(=O)c3[nH]2)c1 | 5.5% | -9
C#CCSc1nnc(-c2ccc(C)cc2)o1 | 2.3% | nt
CCOc1cccc2cc(C(=O)Nc3nccs3)c(=O)oc12 | 4.8% | nt
Cc1cc(C(=O)NCC(=O)OCC(=O)NCCc2ccccc2)ccc1[N+](=O)[O-] | -1.0% | nt
CN(C)c1nc(=Nc2cccc(Cl)c2)ss1 | 0.3% | nt
N#CCCN(C(=O)COC(=O)C1CCN(S(=O)(=O)c2cccs2)CC1)c1ccccc1 | -7.0% | nt
Cc1cc(NC(=O)CSc2nnc(-c3ccccc3)n2Cc2ccco2)no1 | 6.3% | -6
COc1ccccc1NC(=S)N=Nc1c(O)[nH]c2ccc(Br)cc12 | 5.7% | 5
CC1=NN(c2nc(-c3ccccc3)cs2)C(=O)C1N=Nc1ccccc1 (centres undefined) | 0.5% | 8

Another view of some results above:
Molecule: COc1ccc(NC(=O)CCNS(=O)(=O)c2ccc(Br)s2)cc1
  M. tuberculosis GlmU = -2.7%	RmlCD inh 1536 = 5
Molecule: Cc1ccc(C)n1NC(=O)c1ccccc1[N+](=O)[O-]
  M. tuberculosis GlmU = 0.6%	RmlCD inh 1536 = -13

(listing goes on)
SMILES | M. tuberculosis GlmU | RmlCD inh 1536
COc1cc(C(=O)Nc2nc3ccc(S(=O)(=O)N4CCOCC4)cc3s2)cc(OC)c1OC | 2.7% | 13
Cc1ccc(-n2nnc3c(=O)oc4ccccc4c32)cc1 | 3.5% | -9
O=C(COc1ncnc2ccccc12)Nc1ccc(Cl)c(S(=O)(=O)N2CCOCC2)c1 | 1.7% | 8
CCCCCC(=O)N/N=C(\C)c1ccc(N2CCCCC2)cc1 | 0.8% | 4
COc1cccc(-c2nnc(NC(=O)Cc3cccs3)s2)c1 | 0.3% | -6
CC(NC(=O)Cc1cccc(C(F)(F)F)c1)c1ccc(F)cc1 (centres undefined) | -0.6% | -7
COCCCNC(=O)c1c(NC(=O)c2cccs2)sc2c1CCCC2 | 3.8% | nt
Nc1n[nH]c(=S)n1/N=C1/C(=O)Nc2ccccc21 | 2.5% | ?
O=C(CCCn1cnc([N+](=O)[O-])n1)Nc1cccc2ccccc12 | 4.2% | -8
Cn1nc2c(c1C(=O)O)CCCC2 | 0.7% | nt
COc1ccc(S(=O)(=O)NCCc2csc(-c3cccnc3)n2)cc1 | 6.0% | 2
Cc1ccc2nc(-c3ccc(NC(=S)NC(=O)C(C)C)cc3)sc2c1 | 1.7% | nt
O=C(CS(=O)c1cccc(Cl)c1)Nc1ccccc1Cl (centres undefined) | 1.6% | nt
O=C(O)CSc1c(-c2ccccc2)[nH]c2ccccc12 | 5.7% | -1
O=C(COc1ccc(C(F)(F)F)cc1[N+](=O)[O-])Nc1cccc(C(F)(F)F)c1 | 2.6% | 3
COc1ccc(NC(=O)N(Cc2ccc3c(c2)OCO3)C2CC(=O)N(c3ccc(OC)cc3)C2=O)cc1 (centres undefined) | 1.2% | 24
CCCSc1ccc2nc(-c3ccccc3)cn2c1 | -7.7% | nt
CCC(CC)NC(=O)c1cc2c(C)nn(Cc3ccccc3Cl)c2s1 | 0.3% | 4
O=c1[nH]cnc2c1cnn2Cc1ccccc1 | -3.0% | 13
CC1CCN(S(=O)(=O)c2ccc(C(C)C)cc2)CC1 | 3.0% | -19
CC1CCN(c2ccc([N+](=O)[O-])cc2C(=O)O)CC1 | 0.0% | nt
COc1ccc(/C=C/C(=O)Oc2cccc(/C=N/NC(=O)c3cccc(F)c3)c2)cc1 | -5.5% | nt
O=C(CCN1CCc2ccccc2C1)Nc1cccc(F)c1 | 1.2% | 7
CCOC(=O)Cn1c(SC)nc2sc3c(c2c1=O)CC(C)(C)OC3 | 0.7% | nt

Record cards (already shown).
Cc1onc(-c2ccccc2)c1C(=O)N1CCN(c2ncccn2)CC1 in the list: M. tuberculosis GlmU: -7.9%; RmlCD inh 1536: 12
CN(C)c1nc(=Nc2cccc(Cl)c2)ss1 in the list: M. tuberculosis GlmU: 0.3%; RmlCD inh 1536: nt
CCc1nnc(NC(=O)c2cccs2)s1 in the list: M. tuberculosis GlmU: 2.9%; RmlCD inh 1536: 2

Additional structures follow.
SMILES | M. tuberculosis GlmU | RmlCD inh 1536
CC(C)(C)NCCCCOc1ccccc1F | 6.8% | nt
O=C(Nc1ccc(N2CCOCC2)c(Cl)c1)c1ccccc1Cl | -2.3% | -10
O=C(CN1CCSCC1)N/N=C/c1ccc(F)cc1F | -0.5% | -13
COCCNC(=O)C1CC(=O)N(CCc2ccccc2)C1 (centres undefined) | -0.3% | 10
CCC(=NCc1ccco1)c1c(O)n(-c2ccccc2C)c(=O)[nH]c1=O | 2.7% | 11
Cc1nnc(NC(=O)C2(c3ccccc3)CCOCC2)s1 | 2.0% | 11
NC(=O)CSc1nnc(-c2cccc(S(=O)(=O)N3CCOCC3)c2)n1C1CCCCCC1 | -2.9% | nt
O=c1[nH]cnc2ccsc12 | -1.2% | nt
O=c1oc(/C=C/c2ccccc2)nc2ccccc12 | 2.2% | 14
O=C(CSc1ccccc1)Nc1cccc(S(=O)(=O)N2CCCC2)c1 | -0.5% | 12
CC(=O)c1ccc(-c2nnc(CCC(=O)N(C)Cc3cccc4cnccc34)o2)s1 | -1.3% | 4
Cc1ccc2c(c1)N(CC(=O)NC1CCCCC1C)C(=O)CO2 (centres undefined) | -15% | -5
c1cc2[nH]snc2c2nc(C3CC3)nc12 | 5.0% | nt
O=C(NCC1CC1)c1cc(-c2ccccc2)nn1CC1CC(c2cccc([N+](=O)[O-])c2)=NO1 (centres undefined) | 4.0% | nt
COc1ccccc1N1CCN(c2ccc([N+](=O)[O-])nc2)CC1 | 2.4% | 1
COc1cc(N2CCOCC2)ccc1/C=C1\C(=O)NC(=O)N(Cc2cccs2)C1=O | -2.2% | -1

A portion of the library; rates above refer to the full screens.
